Assay outcomes: PubChem BioAssay, several laboratories
CaV13 FRET inh: Primary screen for inhibitors of IQ motif and Ca2+-dependent inactivation inhibitor domain binding in CACNA1D, Förster resonance energy transfer in living cells, …; HEK cells, CFP/YFP FRET ICDI-IQ, plate reader, 10 min; percent FRET-ratio fall versus neutral wells; inhibition, % at 12.3 µM; 340,000 compounds, 0.098% hits;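 active = mean replicate inhibition of at least 30% and at least 1% of replicates passing that level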;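 note: 0% = median of the neutral control wells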
aDG glyco act: alpha-DG glycosylation activation | Pro5-aDG cells, alpha-DG glycosylation AlphaScreen (IIH6); 0% Pro5, 100% B10-LARGE cell signal | activation, % at 10 µM | 360,000 compounds, 0.22% hits | AID 624168;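 active = activation of at least 8% versus controls, or a plate z-score of at least 8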;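 note: Pro5 are CHO cells carrying HIG-tagged alpha-DG that lacks glycosylation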
NR2E3 ag-1: activates human photoreceptor nuclear receptor NR2E3 | GST-NR2E3/biotin-RetCOR TR-FRET, 1536-well | inhibition of corepressor binding, % at 4.78 µM | AID 2300 | Q9Y5X4 | 320,000 compounds, 0.12% hits;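 active = percent inhibition above the cutoff of mean plus 3 SD of all tested compounds, set per screening campaign, cut at about 20% in these data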;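 note: 0% = DMSO wells and 100% = biotin wells as full block of FRET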
Target sequence (Q9Y5X4 whole entry, looked up): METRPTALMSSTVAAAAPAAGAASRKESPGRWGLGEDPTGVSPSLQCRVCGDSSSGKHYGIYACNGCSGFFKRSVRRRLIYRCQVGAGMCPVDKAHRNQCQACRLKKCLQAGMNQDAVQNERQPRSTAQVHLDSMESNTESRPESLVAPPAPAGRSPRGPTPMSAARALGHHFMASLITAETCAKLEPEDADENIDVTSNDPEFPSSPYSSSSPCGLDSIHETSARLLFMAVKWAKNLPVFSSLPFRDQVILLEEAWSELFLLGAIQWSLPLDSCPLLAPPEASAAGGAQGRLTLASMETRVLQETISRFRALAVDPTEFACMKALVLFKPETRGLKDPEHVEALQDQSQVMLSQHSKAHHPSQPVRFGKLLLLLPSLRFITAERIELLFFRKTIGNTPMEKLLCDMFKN
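System: GST-NR2E3 and biotin-RetCOR proteins; probe or stimulus: 7 nM biotin-RetCOR; doses: compound at 4.8 µM, single dose; schedule: Compound–protein incubation for 5 h at 4 °C; detection: time-resolved FRET; read-out: percent inhibition; controls: biotin wells as high control, 0.6% DMSO wells as low control; format: 1536-well plates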
Exocytosis inh: lytic granule exocytosis inhibition; TALL-104 LAMP-1 surface exposure, flow cytometry; cells stimulated with thapsigargin and PMA; inhibition, % at 10 µM; 360,000 compounds, 0.66% hits; AID 651702;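 active = inhibition above about 55%, limit read from the data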
Vif imaging: HIV Vif inhibition; HEK293T cells, Vif self-association by quenched fluorescence, imaging, 24 h; inhibition, % at 7.49 µM; 340,000 compounds, 0.35% hits; AID 602346; in the data active = inhibition above about 50%, passing the limit was not always enough; note: some results filed as inactive read as strong as hits
NR2E3 ag-2: human photoreceptor-specific nuclear receptor agonism; 360,000 compounds, 0.35% hits; AID 602229; Q9Y5X4; inhibition of corepressor binding, % at 3.98 µM; CHO-S Gal4-NCOR/VP16-NR2E3 two-hybrid, luciferase;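 active = inhibition above the mean of all tested compounds plus 3 SD, cut at about 70% in these data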;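 note: 0% = DMSO with NR2E3 transfected cells and 100% = cells lacking NR2E3 construct; higher means lower luciferase signal from less NR2E3 corepressor binding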
PDI inh: PDI (human) enzyme inhibition; 350,000 compounds, 0.052% hits; AID 588391; inhibition, % at 10 µM; P07237; PDI insulin aggregation turbidity, A650, 90 min;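 active = mean inhibition across replicates of 30% or more, whatever share of single replicates reach that level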;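 note: absorbance from insulin aggregation driven by PDI reduction with DTT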
Target sequence (P07237 whole entry, looked up): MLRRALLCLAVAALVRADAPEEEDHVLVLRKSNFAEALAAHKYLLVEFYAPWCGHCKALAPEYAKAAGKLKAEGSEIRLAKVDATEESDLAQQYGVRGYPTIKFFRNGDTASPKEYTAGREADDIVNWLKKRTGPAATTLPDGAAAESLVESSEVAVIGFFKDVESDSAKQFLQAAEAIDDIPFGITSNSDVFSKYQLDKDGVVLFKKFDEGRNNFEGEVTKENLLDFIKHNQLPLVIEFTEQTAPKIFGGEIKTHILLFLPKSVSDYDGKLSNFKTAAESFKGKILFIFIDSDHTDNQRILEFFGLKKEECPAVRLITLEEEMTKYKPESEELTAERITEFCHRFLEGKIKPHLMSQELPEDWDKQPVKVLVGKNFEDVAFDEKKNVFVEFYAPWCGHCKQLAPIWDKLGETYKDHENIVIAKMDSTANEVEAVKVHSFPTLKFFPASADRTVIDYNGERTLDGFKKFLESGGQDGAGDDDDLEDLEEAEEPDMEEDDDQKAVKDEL
MITF TRPM1 inh: MITF TRPM1 promoter inhibition in SK-MEL-5 cells; SK-MEL-5 TRPM1 promoter luciferase, 24 h; 330,000 compounds, 0.83% hits; inhibition, % at 12.5 µM;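 active = mean inhibition across replicates of 60% or more, whatever share of single replicates reaches that level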; note: values of inactives mirror those of a sister screen read the other way
Peg3 prom inh: inhibitors of Peg3 promoter. HeLa PEG-Prom luciferase reporter, luminescence, overnight. inhibition, % at 20 µM. 360,000 compounds, 1.7% hits. AID 588405;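 active = inhibition of at least 50% at 20 µM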
hiPSC survival: increases survival of single human iPS cells | hiPSC single-cell survival, ATPlite luminescence; 100% = ROCK inhibitor wells, 0% = DMSO | survival enhancement, % at 20 µM | 360,000 compounds, 0.044% hits | AID 602274; in the data active = survival enhancement above about 18%;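 note: cells exposed to compounds for 16 hours before the ATP read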
HIF-2a block: blocks HIF-2a reporter activity; 786-0 RCC cells HIF-2a reporter, luciferase luminescence, overnight; inhibition, % at 18.8 µM; 360,000 compounds, 0.72% hits;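 active = inhibition of the luminescence signal of 40% or more relative to plate controls, in a single-dose primary screen at 18.75 µM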
* = called active by the depositor; nt = no result given.

SMILES | CaV13 FRET inh | aDG glyco act | NR2E3 ag-1 | Exocytosis inh | Vif imaging | NR2E3 ag-2 | PDI inh | MITF TRPM1 inh | Peg3 prom inh | hiPSC survival | HIF-2a block
Cn1c(=O)c2c(nc3n2CC(O)CN3c2ccccc2)n(C)c1=O (configuration not stated) | 2 | 0.0 | 1 | -2 | 1 | 19 | 1 | 2 | 3 | 0.3 | 16
CN(C)CCCN(C(=O)c1ccco1)c1nc2ccc(Cl)cc2s1 | -2 | 0.3 | -1 | 12 | -13 | 16 | 4 | -37 | -61 | -0.6 | -55
COc1cc(NC(=O)C/C(C)=N/NC(=O)c2cccc(O)c2)c(OC)cc1Cl | -5 | -0.2 | -1 | 0 | -5 | -103 | 2 | 7 | 1 | 0.2 | 14
COc1ccc(-c2nn(-c3ccccc3)cc2C(=O)Nc2ccc(C(=O)O)cc2)cc1OC | -3 | -0.1 | 2 | -14 | 7 | -35 | 9 | -17 | -16 | 0.3 | -29
CCOC(=O)c1c(CN2CCN(CC#N)CC2)n(C)c2cc(Br)c(OC)cc12 | -2 | 0.6 | -1 | -7 | -5 | -11 | 7 | -1 | 22 | 0.2 | -4
O=C(CN1C(=O)NC2(CCCC2)C1=O)OCc1ccc(Br)cc1 | -4 | -0.4 | 0 | -3 | 1 | 1 | 3 | 1 | 7 | 0.0 | -7
CNC(=O)Cc1nc2ccccc2n1CC(=O)Nc1cc(C)cc(C)c1 | 1 | -0.5 | 1 | 0 | -2 | -16 | -5 | 17 | 12 | 3.9 | 5
COc1cccc(-c2nn(C)c3sc(C(=O)N4CCN(c5ccccc5)CC4)cc23)c1 | nt | 0.7 | -2 | -1 | -8 | -12 | 1 | -8 | 19 | -1.1 | 2
CCOC(=O)C(=CNNc1cccc(Cl)c1)C(=O)OCC | 9 | -0.2 | -6 | 2 | -2 | -25 | 0 | 1 | -13 | -0.4 | -12
CN(C(=O)c1ccc(NC(=O)Cc2ccc(NC(=O)C3CCCN(C(=O)C4CCCCC4)C3)cc2)cc1)C1CC1 (configuration not stated) | -12 | 0.1 | 5 | 1 | 4 | 1 | -1 | -1 | 3 | -2.7 | 7
COCCN(CC(=O)NCC1CCCO1)C(=O)CCC(=O)Nc1cc(C)on1 (configuration not stated) | -3 | 0.4 | 0 | -2 | -11 | -4 | -5 | 1 | 9 | -1.3 | 6
O=C(CN1CCN(C(=O)C2COc3ccccc3O2)CC1)Nc1ccccc1 (configuration not stated) | -3 | 0.0 | -1 | -2 | 3 | -7 | -8 | 2 | 11 | -0.3 | 16
COC(=O)C1=C(C(=O)OC)C(c2cc([N+](=O)[O-])ccc2O)c2sc(=O)[nH]c2S1 (configuration not stated) | 11 | -0.1 | 1 | 7 | -1 | -16 | 4 | 4 | 20 | -0.5 | 19
COCc1c(C(=O)N2CCc3ccccc32)oc2ccccc12 | -3 | 0.1 | 3 | 19 | -6 | -35 | 2 | -2 | -57 | -0.5 | -86
NS(=O)(=O)c1ccc(CCNS(=O)(=O)c2cccs2)cc1 | -5 | 0.3 | 5 | 4 | -12 | 3 | -3 | -2 | -4 | 0.2 | -2
O=C(NCc1cc([N+](=O)[O-])ccc1O)c1cccnc1Sc1ccccc1Cl | nt | -0.2 | 0 | -8 | 0 | 4 | 11 | 9 | 14 | -0.2 | 7
O=C(CNS(=O)(=O)c1c(Cl)cccc1Cl)N1CCCCCC1 | -4 | 0.0 | 0 | -21 | 0 | 1 | -6 | 5 | -4 | -0.5 | 19
O=C1NC[C@H](Cc2ccccc2)N(C[C@H]2CCCN2C[C@H](Cc2ccccc2)N2C[C@H](Cc3ccccc3)N(CC3CCCCCC3)C(=O)C2=O)C1=O | -7 | -0.2 | nt | -6 | 1 | 7 | -4 | 2 | 54* | 10 | 80*
CCCN1C(=O)C(O)(C/C(C)=N/O)c2ccccc21 (configuration not stated) | -5 | 0.0 | -6 | -2 | 0 | -11 | -4 | -4 | -11 | -1.5 | 16
Cc1ccc(NC(=O)C(C)OC(=O)Cc2c[nH]c3ccccc23)cc1 (configuration not stated) | -2 | 0.0 | 3 | 10 | -23 | -27 | -6 | 9 | -43 | 1.9 | -18
Cc1nc(-c2cccnc2)sc1C(=O)Nc1ccc(Cl)cc1 | -4 | 0.3 | 1 | 2 | -6 | 21 | 4 | -1 | -5 | 1.0 | 12
CN(CC(=O)NCCc1ccc(S(N)(=O)=O)cc1)S(=O)(=O)c1cccc2nsnc12 | -2 | 0.1 | 5 | -5 | 2 | -9 | -12 | -11 | -4 | -0.4 | 10
C=C1C[C@H]2[C@@H]3CCc4cc(OC)ccc4[C@H]3CC[C@]12C | -9 | 0.2 | 1 | -2 | 2 | -22 | -3 | -4 | -11 | -4.5 | -26
Cc1ccc(S(=O)(=O)c2c(C)nn(C(C)(C)C)c2OC(=O)c2ccc(Br)o2)cc1 | nt | -0.2 | -2 | 0 | -8 | 2 | -1 | -7 | 70* | -4.2 | -4
CCCNC(=O)NC(=O)CSc1cccc(C(F)(F)F)c1 | -6 | 0.2 | -3 | 1 | 5 | -4 | 22 | -4 | 10 | 0.1 | 9

Profiles, quoted from the list.
O=C(NCc1cc([N+](=O)[O-])ccc1O)c1cccnc1Sc1ccccc1Cl is listed as CaV13 FRET inh = nt; aDG glyco act = -0.2; NR2E3 ag-1 = 0; Exocytosis inh = -8; Vif imaging = 0; NR2E3 ag-2 = 4; PDI inh = 11; MITF TRPM1 inh = 9; Peg3 prom inh = 14; hiPSC survival = -0.2; HIF-2a block = 7
Cc1ccc(NC(=O)C(C)OC(=O)Cc2c[nH]c3ccccc23)cc1 (configuration not stated) is listed as CaV13 FRET inh = -2; aDG glyco act = 0.0; NR2E3 ag-1 = 3; Exocytosis inh = 10; Vif imaging = -23; NR2E3 ag-2 = -27; PDI inh = -6; MITF TRPM1 inh = 9; Peg3 prom inh = -43; hiPSC survival = 1.9; HIF-2a block = -18

Another view of some results above:
The line under a structure holds: CaV13 FRET inh, aDG glyco act, NR2E3 ag-1, Exocytosis inh, Vif imaging, NR2E3 ag-2, PDI inh, MITF TRPM1 inh, Peg3 prom inh, hiPSC survival, HIF-2a block
CCCNC(=O)NC(=O)CSc1cccc(C(F)(F)F)c1
→ -6, 0.2, -3, 1, 5, -4, 22, -4, 10, 0.1, 9
CCCN1C(=O)C(O)(C/C(C)=N/O)c2ccccc21 (configuration not stated)
→ -5, 0.0, -6, -2, 0, -11, -4, -4, -11, -1.5, 16

Next section.
SMILES | CaV13 FRET inh | aDG glyco act | NR2E3 ag-1 | Exocytosis inh | Vif imaging | NR2E3 ag-2 | PDI inh | MITF TRPM1 inh | Peg3 prom inh | hiPSC survival | HIF-2a block
COc1ccc(OC)c(S(=O)(=O)Nc2ccc(O)c(Sc3ncn[nH]3)c2)c1 | -9 | -0.1 | 1 | -2 | nt | 14 | -3 | -17 | 4 | -1.6 | 5
Cc1ccc(NC(=O)Nc2cccs2)cc1 | -5 | -0.2 | -4 | 2 | 10 | -66 | 3 | -58 | -296 | -1.8 | -251
Cc1cc(C)n(-c2ccc(NC(=O)C3CCN(Cc4cnc(C)s4)CC3)cc2)n1 | -9 | 2.0 | 1 | -1 | 9 | 1 | -15 | -7 | 18 | 0.5 | 1
CCOC(=O)c1cnc(SCC(=O)NCc2cccs2)nc1N | -5 | 0.0 | 1 | 0 | 0 | 11 | -4 | -12 | -10 | 1.3 | 0
CCC(C(=O)NCc1ccco1)N(Cc1cccs1)C(=O)CNS(=O)(=O)c1ccccc1 (configuration not stated) | -5 | 0.0 | -1 | 36 | -12 | -14 | 6 | -1 | 6 | 5.6 | -2
CC(=O)NC(CCS(C)(=O)=O)C(=O)Nc1ccc2c(c1)OCO2 (configuration not stated) | -2 | -0.2 | 1 | -2 | nt | -24 | nt | -11 | -6 | 0.5 | -4
CCC(C)(C)NC(=O)C(c1cccc(OC)c1)N(C(=O)c1ccn[nH]1)c1cccc(OC)c1 (configuration not stated) | -4 | -0.3 | 2 | 4 | 8 | -1 | -3 | 7 | 33 | 2.2 | 13
CN1C(=O)Cc2cc(S(=O)(=O)NCCc3ccccc3)ccc21 | -3 | -0.1 | 3 | -16 | 6 | 9 | -9 | 1 | 21 | 5.0 | 5
CCn1c(=NC(=O)C2COc3ccccc3O2)sc2c(C)ccc(OC)c21 (configuration not stated) | -4 | 1.0 | 2 | 14 | -15 | 11 | -6 | -16 | 18 | -0.2 | -8
CCOc1ccccc1N(CC(=O)NCc1ccccc1)C(=O)CCC(=O)Nc1cc(C)ccn1 | 0 | -0.6 | -5 | 18 | 1 | -6 | -1 | -10 | 5 | -0.8 | 16
CCCC1NC(=O)c2cccnc2-n2c1nc1cc(F)c(F)cc1c2=O (configuration not stated) | -4 | 0.1 | nt | 1 | 2 | 6 | 0 | nt | 5 | -0.3 | 11
CC(C)n1c2ccccc2c2cc([N+](=O)[O-])ccc21 | -31 | -0.3 | 1 | -3 | -1 | -35 | -7 | 8 | 26 | -0.8 | 10
CCCCN(CCCC)CCCNC(=O)CC1Oc2ccc(C)cc2NC1=O (configuration not stated) | -7 | -0.2 | 0 | 6 | nt | -14 | -10 | -1 | 5 | -1.3 | 9
COc1ccc(-c2ccc(CO)o2)cc1N | -2 | -0.1 | -3 | -6 | 3 | -41 | -7 | -11 | -58 | -1.3 | -88
O=[N+]([O-])c1ccccc1N/N=C\c1ccccc1F | -15 | -0.1 | 1 | 8 | -2 | -35 | -8 | -72 | -283 | 0.3 | -358
CS(=O)(=O)N(CC(=O)Nc1cc(Cl)ccc1Cl)c1ccccc1 | -7 | 0.1 | 0 | 0 | 0 | -10 | -3 | -4 | 10 | -0.9 | 19
COc1ccccc1NC(=O)N1CCN(c2ccnc3cc(Cl)ccc23)CC1 | -3 | 0.1 | 0 | -5 | 0 | -10 | 3 | 3 | -3 | -0.6 | 16
Cc1ccc(/C=N/NC(=S)NCCc2ccccc2)s1 | 2 | 0.1 | 3 | -8 | 6 | 1 | -1 | nt | -69 | -1.5 | -97
COC(=O)c1cc(C(=O)OCC(=O)N(C)C2CCS(=O)(=O)C2)cc([N+](=O)[O-])c1 (configuration not stated) | 0 | -0.5 | -2 | 0 | -4 | -34 | -3 | 7 | 0 | -0.1 | 6
COc1cccc(-n2nnnc2SCC(=O)Nc2ccc(NC(C)=O)cc2)c1 | -4 | 0.1 | 1 | 0 | nt | -55 | -1 | 10 | -2 | 0.9 | 5
COc1cccc(N=c2oc3c(C)ncc(CO)c3cc2C(N)=O)c1 | -3 | -0.4 | 0 | -1 | 7 | -31 | 0 | -6 | 8 | 0.2 | 13
COC(=O)c1cc(C)nc(N)c1C#N | nt | -0.1 | 2 | 1 | 3 | -3 | -1 | 3 | 3 | 0.9 | 12
CN(c1ccccc1)c1nc(N)c([N+](=O)[O-])c(Nc2cccc(F)c2)n1 | -2 | -0.1 | 3 | 31 | -5 | -17 | 13 | -14 | 10 | -0.1 | -1
Cc1ccc(N2C(=O)C3C(C2=O)C(C(=O)c2ccc(Cl)cc2)N2CCCC32)cc1 (configuration not stated) | 0 | -0.1 | -1 | 5 | 1 | -18 | 2 | 11 | 1 | 5.8 | 10
